# ALDH1A1 block: qHTS Assay for Inhibitors of Aldehyde Dehydrogenase 1 (ALDH1A1) | Potency, µM (series often up to 75.3 µM), without a hit: at the top dose activity, negative = inhibition, actives largely listed as inhibitors | 7.3% of 220,000 active | Purified ALDH1A1, NADH fluorescence, propionaldehyde substrate | AID 1030, 2008 | Aldehyde dehydrogenase 1A1 (Homo sapiens), P00352; active = well fitted inhibition curve with a large enough effect, not every such curve was filed as active; inconclusive = small, poorly fitted or top-dose-only effect, or another doubt; inactive = no such curve, though single readings can be large or run the other way;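 note: plate controls were no enzyme wells and a reference inhibitor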
# RECQ1 inh: qHTS Assay for Inhibitors of RecQ-Like Dna Helicase 1 (RECQ1); ATP-dependent DNA helicase Q1 (Homo sapiens), P46063; RECQ1 DNA unwinding, red fluorescence kinetic read; Potency, µM (series often up to 57.3 µM), for inactives: at the top dose activity, negative = inhibition, most hits filed as inhibitors; 0.54% of 240,000 active; AID 2549, 2010;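 note: plate controls were vehicle for no effect and no enzyme for full effect; nearly all actives have a fitted effect of over 30% in size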
#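 50 nM RECQ1T1 preincubated 15 min with compound in Tris pH 8.0 buffer with MgCl2, DTT, Tween-20 and 2.5 ug/ml poly(dI-dC); started with 200 nM TAMRA/BHQ-2 forked duplex and 2 mM ATP. Unwinding read as fluorescence (525/598 nm), two reads 2 h apart.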
# SMN2 splice enh: qHTS Assay for Enhancers of SMN2 Splice Variant Expression. HEK293 SMN2-luciferase splicing reporter, luminescence, 30-36 h. 2.8% of 210,000 active. Potency, µM (series often up to 46.1 µM), for inactives: at the top dose activity change, positive = activation, hits mostly activators. AID 1458, 2008; note: % of control where 0% means no effect; nearly all actives have a fitted effect of over 55% in size
#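 qHTS luciferase splicing reporter: luminescence rises when SMN2 exon 7 is included in transfected HEK293 cells. Compound exposure lasted 30-36 h at 37C, with 4.5 mM final sodium butyrate as control, followed by a ONE-Glo read.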
# KinaseGlo FLuc: Counterscreen for Luciferase (Kinase-Glo TM) Inhibition | Kinase-Glo luciferase, ATP luminescence, 8 min | Potency, µM (series often up to 38.3 µM), inactives show at the highest dose activity change, negative = inhibition, most hits filed as inhibitors | 0.28% of 200,000 active; note: % is set by controls: 0 for no effect and ±100 for the full control effect; nearly all actives have a fitted effect of over 60% in size
#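 Substrate mix (final 50 mM imidazole pH 7.2, 50 mM KCl, 7 mM MgCl2, 10 uM ATP, 0.01% Tween 20, 0.05% BSA) plus pin-tool compound, then Kinase-Glo detection mix; 8 min ambient, luminescence read.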
# Tau fibril ThT: qHTS for Inhibitors of Tau Fibril Formation, Thioflavin T Binding. Microtubule-associated protein tau (Homo sapiens), P10636. recombinant tau K18 P301L (four-repeat tau fragment), heparin-induced fibrillization, ThT fluorescence. Potency, µM (highest dose often 57.4 µM), for the others: at the top dose activity, negative = inhibition, most hits filed as inhibitors. 2.1% of 270,000 active. AID 1460, 2008; note: % is set by controls: 0 for no effect and ±100 for the full control effect; nearly all actives have a fitted effect of over 55% in size
# Target sequence (P10636 561-689 P618L limits assumed): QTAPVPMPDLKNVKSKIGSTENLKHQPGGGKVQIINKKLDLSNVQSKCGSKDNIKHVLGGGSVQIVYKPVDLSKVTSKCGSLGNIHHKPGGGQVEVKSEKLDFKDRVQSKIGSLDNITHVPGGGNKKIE
#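 Aggregation was driven by heparin (20 uM final) acting on recombinant tau […] bearing P301L in 100 mM sodium acetate pH 7; fibrils were detected with Thioflavin T.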
# JMJD2E inh: qHTS Assay for Inhibitors of Human Jumonji Domain Containing 2E (JMJD2E); 1.6% of 230,000 active; JMJD2E catalytic domain, FDH-coupled NADH fluorescence (FDH is formaldehyde dehydrogenase); Potency, µM (top dose mostly 57.1 µM), for inactives: at the highest dose activity change, negative = inhibition, usual class: inhibitors; Lysine-specific demethylase 4E (Homo sapiens), B2RXH2; active = well fitted inhibition curve with a large enough effect, not every such curve was filed as active; inconclusive = small, poorly fitted or top-dose-only effect, or another doubt; inactive = no such curve, though single readings can be large or run the other way;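 note: 0% = wells with enzyme and -100% = buffer wells without enzyme; nearly all actives have a fitted effect of over 50% in size; many of its hits are not listed in these tables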
# L3MBTL1 block: qHTS Assay for the Inhibitors of L3MBTL1. AlphaScreen L3MBTL1–H3K9me1 peptide binding. Lethal(3)malignant brain tumor-like protein 1 (Homo sapiens), Q9Y468. Potency, µM (titrated, usually from 57.1 µM), for inactives: at the highest dose activity, negative = inhibition, hits mostly inhibitors. 0.66% of 230,000 active; note: % is set by controls: 0 for no effect and ±100 for the full control effect; nearly all actives have a fitted effect of over 60% in size
# Target sequence (Q9Y468 whole entry, looked up): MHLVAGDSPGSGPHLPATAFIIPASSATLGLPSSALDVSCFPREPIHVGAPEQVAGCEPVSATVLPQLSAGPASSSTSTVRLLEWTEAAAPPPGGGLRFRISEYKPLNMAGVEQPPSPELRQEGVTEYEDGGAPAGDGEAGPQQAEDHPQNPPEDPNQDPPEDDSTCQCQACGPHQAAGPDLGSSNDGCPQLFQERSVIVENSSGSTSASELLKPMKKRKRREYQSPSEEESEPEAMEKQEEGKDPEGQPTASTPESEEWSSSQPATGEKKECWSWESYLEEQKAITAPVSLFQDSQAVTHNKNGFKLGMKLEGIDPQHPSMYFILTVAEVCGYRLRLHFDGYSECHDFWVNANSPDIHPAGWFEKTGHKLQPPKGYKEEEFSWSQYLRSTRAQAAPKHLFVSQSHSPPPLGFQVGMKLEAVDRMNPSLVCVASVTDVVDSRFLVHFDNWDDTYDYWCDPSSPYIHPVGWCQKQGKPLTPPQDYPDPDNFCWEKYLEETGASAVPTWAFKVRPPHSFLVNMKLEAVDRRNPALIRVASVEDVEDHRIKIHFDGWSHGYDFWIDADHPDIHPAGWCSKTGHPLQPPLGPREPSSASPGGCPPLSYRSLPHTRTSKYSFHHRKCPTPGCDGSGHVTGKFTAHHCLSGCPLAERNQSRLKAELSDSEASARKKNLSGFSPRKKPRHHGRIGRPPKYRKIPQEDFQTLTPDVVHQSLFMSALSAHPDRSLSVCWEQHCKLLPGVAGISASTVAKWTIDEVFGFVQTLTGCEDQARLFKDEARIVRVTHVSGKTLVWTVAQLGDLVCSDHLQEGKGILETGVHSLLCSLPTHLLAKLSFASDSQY
#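 First, the protein-peptide complex forms for 30 min at room temperature (L3MBTL1 50 nM, biotinylated H3K9me1 peptide 75 nM). Next, compounds are pin-transferred and incubated 30 min. Finally, AlphaScreen beads are added and read after 30 min.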
# LMNA splice mod: qHTS Assay for Modulators of Lamin A Splicing; HeLa LMNA splicing GFP/RFP minigene ratio, 48 h; Potency, µM (doses to about 46.1 µM), for the others: at the highest dose ratio change, negative = inhibition, actives largely listed as inhibitors; 0.01% of 200,000 active; active = well fitted inhibition curve with a large enough effect in the signal ratio, with a control signal flat, not every such curve was filed as active; inconclusive = small, poorly fitted or top-dose-only effect, or effect the other way, or a change in a side signal; the % refers to the signal ratio; note: % is set by controls: 0 for no effect and ±100 for the full control effect
#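 S3 HeLa cells stably expressing lamin A-EGFP splicing minigene plus DsRed2, 600 cells/well, 48 h compound exposure at 37C. Laser-scanning cytometry; analysed as GFP (500-530 nm)/RFP (575-640 nm) total intensity ratio; 0.5% DMSO vehicle.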
# The depositor's hits bear a star; i = inactive; ? = inconclusive; · = no result given; & = joins results of further samples; [ ] = another dose, or the depositor's remark. Unless noted, calls come from the whole dose curve; as a rule, active = well fitted curve in the direction sought with a large enough effect; inconclusive = small, poorly fitted or top-dose-only effect, or another doubt; inactive = no such curve, though single readings can be large; an effect the other way counts as inactive or inconclusive. Potency is the fitted concentration of half-maximal effect. An excerpt (hit frequency here may not be typical).
No.	structure	SMN2 splice enh	L3MBTL1 block	Tau fibril ThT	ALDH1A1 block	KinaseGlo FLuc	LMNA splice mod	JMJD2E inh	RECQ1 inh
1	CCOC(=O)c1cnc(-n2nc(C)cc2C)nc1NC(C)c1ccccc1 (configuration not stated)	-28%	-3%	-21%	?	0%	?	?	1%
2	Cc1nc(C(=O)N/N=C/c2[nH]ncc2Br)cs1	·	-17%	?	17%	·	·	4%	15%
3	CC(C)(C)OC(=O)C(C(=O)OC(C)(C)C)c1ccc(Cl)nn1	3%	5%	-3%	6%	-2%	?	6%	i
4	COc1cc2c(cc1OC)C1C/C(=N\O)C(CC(C)C)CN1CC2 (configuration not stated)	?	-4%	-15%	-6%	-4%	14%	0%	-3%
5	COc1ccc(OCC(O)CNC(=O)c2ccc(C)cc2)cc1 (configuration not stated)	·	1%	-14%	-8%	·	·	15%	7%
6	COc1ccc(C(=O)NC(NC(=O)c2ccc(OC)c(OC)c2)c2ccccc2F)cc1OC	-4%	4%	-16%	?	-1%	?	-1%	-17%
7	O=C(Nc1cccc(C(F)(F)F)c1)C(SCCO)c1ccccc1 (configuration not stated)	0%	11%	-3%	-5%	2%	-1%	7%	-4%
8	COC(=O)c1cc(C(=O)Nc2nnc(CC(C)C)s2)cc([N+](=O)[O-])c1	5%	1%	-9%	-13%	-2%	-2%	-4%	i
9	O=C(O)c1ccc(NC(=O)C2C3CCC(C3)C2C(=O)O)cc1 (configuration not stated)	2%	10%	-10%	-3%	1%	?	4%	-12%
10	C[C@]1(C(=O)NCCN2CCOCC2)C=C[C@@H](Cc2ccccc2)N1C(=O)c1ccccc1	-6%&2%	7%	-7%&-1%	3%	-3%&-6%	10%	-15%&-14%	4%
11	Cc1cc(S(=O)(=O)NCC(C)C)ccc1OCC(=O)NCc1ccco1	11%	-5%[11.4 µM]	0%	?	3%	·	5%	0%
12	c1ccc(Cc2nc(-c3ccccn3)no2)cc1	25µM*	-12%	-1%	?	-24%	?	1%	-10%
13	CCOc1ccc(-c2nnn(CC(=O)NCc3ccc4c(c3)OCO4)n2)cc1	9%	-2%	3%	9%	-1%	-12%	-5%	i
14	CCC1SC2=NCCN2C1(O)c1ccc(Cl)cc1 (configuration not stated)	30%	·	-9%	13%	-2%	10%	-3%	-5%
15	CNc1nc(OCC#N)nc(N2CCCCC2)n1	·	-15%	?	?	-2%	?	?	9%
16	Cc1cc(C)n(Cc2ccc(C(=O)NN)o2)n1	·	13%	-10%	-5%	·	·	67%[activator]	i
17	COC(=O)CN1C(=O)C(O)(CC(=O)c2ccc(Cl)cc2)c2ccccc21 (configuration not stated)	-9%	?	0%	0.22µM*	-3%	-6%	-1%	i
18	COc1cc(C(=O)N2CCN(C(=O)COc3ccc4ccccc4c3)CC2)cc(OC)c1OC	-8%	-3%	-3%	?	-1%	-6%	-2%	-7%
19	CCCC(NS(=O)(=O)c1ccc(C)cc1)C(=O)O (configuration not stated)	7%	·	-12%	3%	-1%	9%	7%	1%
20	COc1cc(/C=C/C(=O)O)cc(S(=O)(=O)Nc2cccc(SC)c2)c1OC	14%	-11%	8%	-2%	-2%	-11%	-1%	-1%
21	COc1ccc(CNC(=O)c2ccc(SC)cc2OC)cc1	8%	3%	-18%	-3%	3%	-10%	4%	-4%
22	Cn1c(SCC(=O)Nc2cccc(C(=O)O)c2)nnc1-c1cc2cc(Br)ccc2o1	·	-5%	?	2%	3%	?	10%	-12%
23	Cn1c(=O)c(C(=O)CCl)c(N)n(Cc2ccccc2)c1=O	-43%[inhibitor]	9%	-4%	7.1µM*	2%	?	1%	-4%
24	Cc1cccc(CCNS(=O)(=O)c2ccc3c(c2)n(C)c(=O)c(=O)n3C)c1	-11%	·	-5%	?	3%	-1%	?	-7%
25	COc1ccc(N2CCN(C(=O)COc3ccc(Cl)cc3Cl)CC2)cc1	-23%	·	-17%	-1%	-3%	-1%	-5%	0%
26	O=P(c1ccccc1)(c1ccccc1)c1nc(-c2ccccc2)oc1NCc1ccccc1	-29%	-9%	?	?	1%	?	?	-11%
27	CCN1CCCC1CN(Cc1cc2ccc(C)cc2[nH]c1=O)C(=S)Nc1ccc(OC)cc1 (configuration not stated)	-7%	-1%	0%	5%	3%	-5%	10%	-7%
28	O=C(O)CCS(=O)(=O)c1ccccc1Cl	6%	8%	-3%	9%	-2%	-4%[46 µM]	-5%	-2%
29	O=C(c1cc(-c2ccc(Cl)cc2)n(-c2ccc(Cl)c(Cl)c2)n1)N1CCOCC1	-42%[inhibitor]	7%	?	-4%	2%	7%	-7%	-6%
30	COc1cccc(OCC(=O)Nc2ccccc2-c2ccccc2)c1	·	41%[activator]	-15%	20µM*	-1%	·	?	-2%
31	COc1cc2[nH]c(=S)n(CCCN3CCOCC3)c(=O)c2cc1OC	-6%	·	1%	-3%	-1%	5%	-12%	-13%
32	O=c1sc(Nc2ccccc2)nc2ccccc12	·	-4%	-1%	7%	-2%	6%[46 µM]	-3%	8%
33	Cc1ccc(N2NC(=O)/C(=C/C=C/c3ccco3)C2=O)cc1C	14%	·	10µM*	?	2%	7%[46 µM]	-1%	?
34	Cc1ccc(CCCOC(=O)C[N+]2(C)CCCCC2)cc1	·	5%	-4%	5%	-2%	?	?	-1%
35	COc1ccccc1N1CCN(Cc2cccc(OC)c2OC)CC1	15%	4%	-7%	2%	3%	-6%	?	i
36	CC(=O)N(CN1C(=O)CCC1=O)c1cccc(Cl)c1	-10%	4%	-2%	14%	1%	-12%	-1%	-10%
37	COC(=O)CNC(=O)CSc1nnc2cc(C)c3ccccc3n12	16%	8%	-4%	6%	-1%	·	-4%	-4%
38	CC(=O)Nc1ccc(N(C)C)cc1[N+](=O)[O-]	-17%	-7%	?	1%	-3%	7%	6%	i
39	CN1CCN(Cc2ccc(OCc3ccccc3)cc2)CC1	-5%	-4%	-10%	-5%	0%	22%	4%	16%
40	CC1CC(C)(C)NC(=S)N1CC(=O)NCc1ccc(F)cc1 (configuration not stated)	-1%	-21%	-6%	7%	-6%	-18%[9.22 µM]	-1%	-11%
41	CN1CC(c2ccccn2)C2(SC(=S)N(Cc3ccccc3)C2=O)C12C(=O)Nc1ccccc12 (configuration not stated)	-18%	?	-13%	25µM*	-2%	?	-10%	i
42	CCc1nc(SCC(=O)Nc2nc3c(s2)CCCC3)c2ccccc2n1	-14%	-9%	?	-2%	-2%	3%	1%	-13%
43	CCOc1ccc(C(=O)N2CCCC2)cc1	7%	?	0%	-1%	0%	2%	?	i
44	Cc1cc(C)c2cc3c(N)c(C(=O)N4CCc5ccccc5C4)sc3nc2c1	12%	1%	?	4%	3%	4%	-14%	-9%
45	CCOc1ccc(NC(=O)CCC(=O)c2ccc(-c3ccccc3)cc2)cc1	-1%	5%	-8%	5%	0%	-4%	13%	-10%
46	CC(C)c1ccc(/C=C/C(=O)NC2=NCCS2)cc1	1.8µM*	-7%	-12%	2%	5%	?	1%	-7%
47	COc1ccccc1NC(=O)COc1ccc(Br)cc1CNCCCN1CCOCC1	-30%	1%[11.4 µM]	-8%	1%	1%	?	-1%	i
48	Cc1cc([N+](=O)[O-])c2[nH]c(C(=O)N/N=C/c3ccccc3C(=O)O)c(-c3ccccc3)c2c1	?	-6%	9%	1.4µM*	5%	?	-3%	-3%
49	N#Cc1nc(-c2ccccc2)oc1NCc1ccco1	-3%	?	-5%	?	0%	-19%	?	-8%
50	COc1ccc(-n2c(C)cc(C(=O)COC(=O)Cn3cnc4ccccc43)c2C)cc1	-52%[inhibitor]	-10%	?	13µM*	-3%	?	-3%	-5%

# More compounds:
No.	structure	SMN2 splice enh	L3MBTL1 block	Tau fibril ThT	ALDH1A1 block	KinaseGlo FLuc	LMNA splice mod	JMJD2E inh	RECQ1 inh
51	O=C(Nc1c(C(=O)N2CCCCC2)cnn1-c1ccccc1)c1ccccc1	9%	·	-1%	-12%	-1%	-9%	8%	-4%
52	COC/C=C/C1=CC2=CC(=O)C(C)(OC(=O)c3cnc4ccccc4n3)C(=O)C2=CN1c1cccc(C#N)c1 (configuration not stated)	-1%[9.22 µM]	·	-17%[11.5 µM]	-9%[13.5 µM]	-5%[7.66 µM]	-19%[9.22 µM]	-7%[11.4 µM]	8%[11.5 µM]
53	CC1CC(=O)N(CC(=O)Nc2ccc3c(c2)OCO3)c2ccccc2S1 (configuration not stated)	0%	-8%	-3%	-2%	-2%	-1%	-1%	-2%
54	CC1(C)CC(=O)C(C=NCc2ccccn2)=C(O)C1	-17%	2%	-6%	-11%	-2%	14%	-7%	-5%
55	CCOC(=O)c1cccc(NC(=O)CNC(=O)C2CCCCC2)c1	-10%	-3%	-18%	?	-1%	9%	3%	5%
56	CCC1C(=O)Nc2ccccc2N1C(=O)c1ccc(Cl)nc1 (configuration not stated)	6%	·	-5%	4%	-1%	·	0%	i
57	O=C(O)CCc1nc2cc(Cl)ccc2n(Cc2ccccc2)c1=O	7%	0%	-10%	?	2%	0%[46 µM]	?	-2%
58	Fc1ccc(NC(=S)Nc2nccs2)cc1	?	-10%	7%	?	1%	·	0%	-14%
59	O=C(NCCc1ccc2c(c1)OCCO2)c1ccccc1F	-9%	2%	2%	?	-5%	?	1%	4%
60	O=C1OCc2cc(NC(=O)C3CCCO3)ccc21 (configuration not stated)	-12%	4%	-9%	3%	-3%	6%	1%	i
61	Clc1ccc(Nc2nc(C3CC3)cs2)cc1	11µM*	·	?	?	1%	-5%	-7%	-28%
